NPYLR7 ag = activates Aedes aegypti NPYLR7 receptor; activation, % at 10 µM; AID 1259423; HEK293T NPYLR7/Galpha15, GCaMP6s calcium fluorescence; 0.15% of 270,000 active; in the data active = activation above about 40%;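 note: 0% = vehicle and 100% = reference agonist at the receptor; some compounds past the cut are filed as inactive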
hcGAS lum = human cGAS inhibition; Q8N884; recombinant h-cGAS, ATP depletion, Kinase-Glo luminescence; inhibition, % at 12.5 µM; 0.081% of 290,000 active; AID 1259398;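 note: 0% = vehicle reaction and 100% = reaction without DNA for no activity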
Target sequence (Q8N884 whole entry, looked up): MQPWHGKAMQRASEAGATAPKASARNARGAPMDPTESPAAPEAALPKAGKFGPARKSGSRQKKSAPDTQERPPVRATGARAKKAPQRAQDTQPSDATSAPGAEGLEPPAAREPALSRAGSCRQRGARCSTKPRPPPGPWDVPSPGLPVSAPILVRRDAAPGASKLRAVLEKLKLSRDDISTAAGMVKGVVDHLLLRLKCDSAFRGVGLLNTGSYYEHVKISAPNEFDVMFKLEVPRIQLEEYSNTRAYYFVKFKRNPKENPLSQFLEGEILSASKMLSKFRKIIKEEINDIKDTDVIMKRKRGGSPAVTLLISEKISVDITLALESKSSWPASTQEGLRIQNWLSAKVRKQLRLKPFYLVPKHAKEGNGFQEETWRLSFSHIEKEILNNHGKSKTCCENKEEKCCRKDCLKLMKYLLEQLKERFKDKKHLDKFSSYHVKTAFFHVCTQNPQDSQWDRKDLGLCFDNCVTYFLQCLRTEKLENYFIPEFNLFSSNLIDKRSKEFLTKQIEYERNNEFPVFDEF
mcGAS inh = blocks mouse cGAS activity | Q8C6L5 | recombinant cGAS, Kinase-Glo ATP depletion luminescence | inhibition, % at 12.5 µM | 0.15% of 160,000 active | AID 1259399;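 note: 0% = negative control wells and 100% = reference inhibitor with no enzyme activity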
* = called active by the depositor; & = joins results of further samples. Cut-off read from the data, not from the text of the source, unless noted: active = inhibition above about 40%; inactive = the rest.

CNC(=O)NC(=O)C(C)Sc1ncnc2sc3c(c12)CCC3 (stereo unspecified) was read as NPYLR7 ag -2 and hcGAS lum -8.
For C[n+]1ccccc1/C=N\O the results were NPYLR7 ag 2, hcGAS lum -7&0 and mcGAS inh -5&-2.
CCc1ccc2nc(N(CCCN3CCOCC3)C(=O)c3cc(Cl)sc3Cl)sc2c1 was read as NPYLR7 ag -6, hcGAS lum -5 and mcGAS inh -10.
`COc1cccc2c1OCCCN(C(=O)c1cc(C(C)C)nc(N)n1)C2` gave NPYLR7 ag 0, hcGAS lum -1 and mcGAS inh -9.
COc1cccc(NC(=O)CSc2nc(=O)n3ccccc3n2)c1 was read as NPYLR7 ag 1, hcGAS lum -5 and mcGAS inh -6.
For CCOc1ccc(S(=O)(=O)N/N=C2\CCCc3ccccc32)cc1 the results were NPYLR7 ag -6, hcGAS lum -9 and mcGAS inh -15.
For COc1cc2c(cc1OC)C(c1c(F)cccc1Cl)N(C(=O)COCc1ccccc1)CC2 (stereo unspecified) the results were NPYLR7 ag -2, hcGAS lum -6 and mcGAS inh -7.
COc1ccc2nc(CNC(=O)c3ncc[nH]3)[nH]c2c1 was read as NPYLR7 ag 12, hcGAS lum -3 and mcGAS inh -8.
For CCN(Cc1ccncc1)C(=O)CN(c1cccc(F)c1)S(C)(=O)=O the results were NPYLR7 ag 8, hcGAS lum -4 and mcGAS inh -18.
For C=CCNC(=O)C(NC(=O)c1ccccc1)C1CCN(C(=O)Nc2cccc(Cl)c2)CC1 (stereo unspecified) the results were NPYLR7 ag 6, hcGAS lum -6 and mcGAS inh -4.
CCc1[nH]c2ccc(CNC(=O)CCc3c(C)nn(C)c3C)cc2c1C was read as NPYLR7 ag 7, hcGAS lum -7 and mcGAS inh -14.
Screening CC(CNC(=O)[C@H]1CCC(=O)N1)Oc1ccccc1Br (stereo partly specified) returned NPYLR7 ag 3 and hcGAS lum -10.
Cn1nnc2cc(C(=O)N3CCC(CO)(CCCc4ccccc4)CC3)ccc21 was read as NPYLR7 ag 26, hcGAS lum -4 and mcGAS inh -17.
O=C1/C(=C/c2ccc(Cl)cc2)C=C(c2ccccc2)N1c1cccc([N+](=O)[O-])c1 was read as NPYLR7 ag 5, hcGAS lum -3 and mcGAS inh -4.
`COc1cccc(C(C)(O)c2nc(-c3ccoc3)cs2)c1` (stereo unspecified) gave NPYLR7 ag 5 and hcGAS lum -9.
O=C1CC(N2CCc3ccccc3C2)C(=O)N1c1ccccc1 (stereo unspecified) was read as NPYLR7 ag -18, hcGAS lum -6 and mcGAS inh -6.
For C=CCN=c1scc(-c2ccc(OC(F)F)cc2)n1N=Cc1ccc(O)cc1O the results were NPYLR7 ag -3 and hcGAS lum -4.
`Cc1ccccc1-n1ncc(C(=O)O)c1-c1ccccc1` gave NPYLR7 ag -2 and hcGAS lum 3.
`COc1ccc(Nc2nc(Cl)c(/C=N\N3CCOCC3)s2)cc1` gave NPYLR7 ag 0 and hcGAS lum -9.
Screening COCc1c(Br)c(C)nc(OCC(=O)N/N=C\Cc2cc(Br)cc(Cl)c2O)c1C#N returned NPYLR7 ag 13, hcGAS lum -5 and mcGAS inh -5.

Nothing new here: 4 of the compounds above.
For C=CCN=c1scc(-c2ccc(OC(F)F)cc2)n1N=Cc1ccc(O)cc1O the results were NPYLR7 ag -3 and hcGAS lum -4.
`Cc1ccccc1-n1ncc(C(=O)O)c1-c1ccccc1` gave NPYLR7 ag -2 and hcGAS lum 3.
`COc1ccc(Nc2nc(Cl)c(/C=N\N3CCOCC3)s2)cc1` gave NPYLR7 ag 0 and hcGAS lum -9.
Screening COCc1c(Br)c(C)nc(OCC(=O)N/N=C\Cc2cc(Br)cc(Cl)c2O)c1C#N returned NPYLR7 ag 13, hcGAS lum -5 and mcGAS inh -5.

The list continues.
For C=CCNC(=O)CN1CCNCC1 the results were NPYLR7 ag 1 and hcGAS lum -3.
For Cc1nn(-c2ccc(C(F)(F)F)cc2)c(C)c1CCC(=O)N(C)CCc1ccccn1 the results were NPYLR7 ag -6, hcGAS lum 0 and mcGAS inh -4.
CCCc1cc(Nc2ccc(NC(C)=O)cc2)n2nc(C)c(-c3ccccc3)c2n1 was read as NPYLR7 ag 3, hcGAS lum 2 and mcGAS inh 1.
For Cc1c(C)c(C)c(S(=O)(=O)NCCN2C(=O)CSC2=O)c(C)c1C the results were NPYLR7 ag -7 and hcGAS lum -8.
Screening CNc1cc(-c2nc(N3CCCC3)nc(C)c2C)c2cc[nH]c2n1 returned NPYLR7 ag 7 and hcGAS lum 1.
Screening Cc1nn(C2CCS(=O)(=O)C2)c2nc(-c3cccs3)cc(C(=O)NC(C)C)c12 (stereo unspecified) returned NPYLR7 ag 1, hcGAS lum -1 and mcGAS inh 1.
`COc1ccc(NC(=O)N(CC(=O)N(Cc2ccccc2)Cc2cccn2C)C(C)C)cc1` gave NPYLR7 ag -3, hcGAS lum -4 and mcGAS inh -6.
CN1CCN(C(=O)C23CC4CCC2(C)C4(C)CO3)CC1 (stereo unspecified) was read as NPYLR7 ag -2 and hcGAS lum -10.
`O=C(NCCCn1cccn1)c1ccc2nc(C3CCCCC3)oc2c1` gave NPYLR7 ag 5 and hcGAS lum -6.
Screening O=C(c1ccccc1)c1ccc2c(c1)N=C1CCCC(=O)C1C(c1cccc(O)c1)N2 (stereo unspecified) returned NPYLR7 ag -2, hcGAS lum -2 and mcGAS inh -7.
`O=C1CCCN1CN(C(=O)c1ccc(-c2ccccc2)cc1)c1nccs1` gave NPYLR7 ag 0, hcGAS lum 3 and mcGAS inh 1.
Cc1cc(N(C)C2CCCCC2)nc(SCc2ccc(C(=O)N3CCOCC3)o2)n1 was read as NPYLR7 ag 1, hcGAS lum -2 and mcGAS inh -5.
`C/C(=C\c1ccco1)CN(C)CC1CC(=O)N(C2CCCC2)C1` (stereo unspecified) gave NPYLR7 ag 3, hcGAS lum -7 and mcGAS inh -11.
COc1ccc(-n2nnc3c(SCc4ccccn4)ncnc32)cc1 was read as NPYLR7 ag 16, hcGAS lum -6 and mcGAS inh -6.
Screening Cc1noc(C(C)C)c1C(=O)NCC1CCN(C)CC1 returned NPYLR7 ag 10, hcGAS lum -11 and mcGAS inh -7.
CCCCc1ccc(C(=O)N(CC(=O)N(CCc2ccc(OC)c(OC)c2)Cc2cccs2)C(C)CC)cc1 (stereo unspecified) was read as NPYLR7 ag 10, hcGAS lum 0 and mcGAS inh -2.
O=C(c1ccccc1)N1CCSC12CCN(S(=O)(=O)c1cccc3ccccc13)CC2 was read as NPYLR7 ag 15, hcGAS lum -8 and mcGAS inh -5.
For CC(C)Cn1c(SCC(=O)NC(C)c2ccc(F)cc2F)nc2ncccc2c1=O (stereo unspecified) the results were NPYLR7 ag 8 and hcGAS lum -2.
For CCS(=O)(=O)c1ncc(CN(Cc2cnn(C)c2)C(C)C)n1Cc1ccccc1 the results were NPYLR7 ag 2 and hcGAS lum -5.
COCCN(Cc1nc(C(=O)NCCc2ccccc2)cs1)C(=O)Nc1cccc(Cl)c1 was read as NPYLR7 ag 15, hcGAS lum -11 and mcGAS inh -5.
Screening O=C1NC(=S)N/C1=C\c1cc2c(cc1[N+](=O)[O-])OCO2 returned NPYLR7 ag 4 and hcGAS lum 1.
For O=C(c1cnccn1)N1CC[C@@H](c2ccc3c(c2)OCO3)[C@H](O)C1 the results were hcGAS lum -6 and mcGAS inh -8.
Screening O=c1[nH]c(CSc2nnc(-c3cccs3)n2C2CC2)nc2ccsc12 returned NPYLR7 ag -1, hcGAS lum -7 and mcGAS inh 5.
CCNC(=O)N1CCN(S(=O)(=O)c2ccc(Cl)cc2)CC1 was read as NPYLR7 ag 16 and hcGAS lum -3.
CCCCCCCCS(=O)(=O)N1CCC(C(=O)NCCNC(=O)c2ccccc2)CC1 was read as NPYLR7 ag 28, hcGAS lum -5 and mcGAS inh -9.
`Cc1ccccc1-c1ncc(CN2CCN(C)C(C(=O)O)C2)cn1` (stereo unspecified) gave NPYLR7 ag 1 and hcGAS lum -6.
Screening Cc1ccccc1COc1ccc(C=NN=C2NC(=O)CS2)cc1 returned NPYLR7 ag 14, hcGAS lum -6 and mcGAS inh -6.
`Cc1ccc(C(NC(=O)C2CCN(CCOc3ccc(F)cc3)CC2)c2ccccn2)cc1` (stereo unspecified) gave NPYLR7 ag -4, hcGAS lum -7 and mcGAS inh -5.
Screening CCS(=O)(=O)N1C[C@@H](C(N)=O)[C@H](C2CCN(C)CC2)C1 returned hcGAS lum 2 and mcGAS inh -3.
`Cc1ccc(C(=O)C(C)OC(=O)c2cc3ccccc3oc2=O)cc1` (stereo unspecified) gave NPYLR7 ag 3, hcGAS lum -6 and mcGAS inh -8.

The last four entries of the section before are carried over, then new ones follow:
Screening Cc1ccccc1COc1ccc(C=NN=C2NC(=O)CS2)cc1 returned NPYLR7 ag 14, hcGAS lum -6 and mcGAS inh -6.
`Cc1ccc(C(NC(=O)C2CCN(CCOc3ccc(F)cc3)CC2)c2ccccn2)cc1` (stereo unspecified) gave NPYLR7 ag -4, hcGAS lum -7 and mcGAS inh -5.
Screening CCS(=O)(=O)N1C[C@@H](C(N)=O)[C@H](C2CCN(C)CC2)C1 returned hcGAS lum 2 and mcGAS inh -3.
`Cc1ccc(C(=O)C(C)OC(=O)c2cc3ccccc3oc2=O)cc1` (stereo unspecified) gave NPYLR7 ag 3, hcGAS lum -6 and mcGAS inh -8.
`CCCNC(=O)N1CCCC(CNC(=O)C(C)C)C1` (stereo unspecified) gave hcGAS lum 3 and mcGAS inh -3.
Nc1cc(-c2cccc(Cl)c2)nn1-c1ccc(C(=O)NCCCO)cc1 was read as NPYLR7 ag -6, hcGAS lum -3 and mcGAS inh -4.
`Cc1nn(S(=O)(=O)N2CCCC2)c(C)c1Br` gave NPYLR7 ag -14, hcGAS lum -6 and mcGAS inh -7.
CCn1ncnc1CN1CCC(CNS(C)(=O)=O)C1 (stereo unspecified) was read as NPYLR7 ag 5 and hcGAS lum -4.
`COc1cc(C=C(C#N)S(=O)(=O)c2ccc(F)cc2)cc(Br)c1O` gave NPYLR7 ag 183* and hcGAS lum -1.
For COc1ccccc1OCC(=O)Nn1cnc2c(cnn2C(C)(C)C)c1=O the results were NPYLR7 ag 2 and hcGAS lum -6.
Screening CCn1c(C2CCN(C(=O)NCCc3ccc(OC)cc3)CC2)n[nH]c1=O returned NPYLR7 ag 2, hcGAS lum -5 and mcGAS inh -10.
Screening Cc1cnn(C(C)C2CC2)c1NC(=O)c1ccnc(-n2cnnc2)c1 (stereo unspecified) returned hcGAS lum -8 and mcGAS inh -11.
Screening CNS(=O)(=O)c1csc(C(=O)N(C)Cc2ccccc2C)c1 returned NPYLR7 ag -3 and hcGAS lum -8.
COC(=O)Oc1c(Br)c(C)c2oc(=O)sc2c1Br was read as NPYLR7 ag 10, hcGAS lum -1 and mcGAS inh -2.
C(=C\c1nn2c(Cn3nnc4ccccc43)nnc2s1)/c1ccccc1 was read as NPYLR7 ag 3, hcGAS lum -2 and mcGAS inh -5.
CCCN1C(=O)COCc2cc(-c3cccnc3)ccc21 was read as NPYLR7 ag 7 and hcGAS lum -6.
Screening CSCCC(=O)N1CCC(C(=O)Nc2ccc(Oc3ccccc3F)cc2)CC1 returned NPYLR7 ag 5 and hcGAS lum -6.
O=C(CCOc1ccccc1)N(Cc1cccnc1)c1nc2c(F)cccc2s1 was read as NPYLR7 ag -9, hcGAS lum -5 and mcGAS inh -7.
For CCn1c(SCC(=O)N/N=C(\C)c2ccc(OC)cc2)nc2ccccc21 the results were NPYLR7 ag 3, hcGAS lum -2 and mcGAS inh -5.
CC(=O)N1CCC(C(=O)NCC2(Cn3ccnc3)CC2)CC1 was read as NPYLR7 ag 15, hcGAS lum -5 and mcGAS inh -15.
`CN1CCN(c2ccc(CNC(=O)c3ccc(-c4ccc(F)c(F)c4)c4ccoc34)cc2)CC1` gave NPYLR7 ag 4, hcGAS lum -1 and mcGAS inh 0.
`Cc1nc(NC(=O)c2c(C)noc2C(C)C)sc1C` gave NPYLR7 ag -6, hcGAS lum 3 and mcGAS inh -2.
For CN(C)CCC1CN(C(=O)CCc2ccc(F)c(F)c2)CCO1 (stereo unspecified) the results were NPYLR7 ag 5 and hcGAS lum -9.
`Cc1cc2c(c(=O)[nH]1)C(=O)O/C2=C\c1ccc(C)o1` gave NPYLR7 ag 20, hcGAS lum -2 and mcGAS inh -2.
Cc1nc2c(C)cccn2c(=O)c1NC(=O)Cc1ccc(-c2ccccc2)cc1 was read as NPYLR7 ag 0 and hcGAS lum -5.
Screening COc1cc(OC)cc(C(=O)NCCCN=C2NS(=O)(=O)c3ccccc32)c1 returned NPYLR7 ag 1, hcGAS lum -2 and mcGAS inh -8.
Screening CN1C(=C2C=NN(C)P2(=Nc2cccc([N+](=O)[O-])c2)N2CCOCC2)C(C)(C)c2ccccc21 (stereo unspecified) returned NPYLR7 ag -7 and hcGAS lum -7.
`CCC(C)N(Cc1csc(COc2c(OC)cccc2OC)n1)C(=O)c1ccc(Cl)cc1` (stereo unspecified) gave hcGAS lum -3 and mcGAS inh -4.
Screening CC1=NN(c2ccc(Br)cc2)C(=O)/C1=C/c1ccccc1OCc1ccccc1 returned NPYLR7 ag 4, hcGAS lum 2 and mcGAS inh -3.
Screening O=C(Cn1nnc(-c2cccs2)n1)NC1CCCCCC1 returned NPYLR7 ag 6, hcGAS lum -3 and mcGAS inh -11.
Screening CCCOC(=NCCCc1ccccc1)NC(=O)c1ccco1 returned NPYLR7 ag 11, hcGAS lum -7 and mcGAS inh -7.
`CC(C)Oc1cccc(F)c1-c1csc(C(N)=O)c1` gave NPYLR7 ag -2 and hcGAS lum -6.
Screening CCOC(=O)C1(Cc2ccc(F)cc2F)CCCN(C(=O)c2ccc(OC)nc2OC)C1 (stereo unspecified) returned NPYLR7 ag 5 and hcGAS lum -6.

High-throughput results as filed in PubChem BioAssay.
